PGK inhibitor: blocks T. brucei phosphoglycerate kinase. P07378. PGK/GAPDH coupled, Kinase-Glo luminescence, 60 min. Potency, µM (doses to about 57.5 µM), for inactives: at the highest dose activity change, negative = inhibition, usual class: inhibitors. 380,000 compounds, 0.043% hits. AID 602233; further: potency means the concentration at half of the fitted maximal effect; on the % scale 0 is the no-effect control and ±100 the full control effect; nearly all actives have a fitted effect of over 60% in size
Target sequence (P07378 whole entry, looked up): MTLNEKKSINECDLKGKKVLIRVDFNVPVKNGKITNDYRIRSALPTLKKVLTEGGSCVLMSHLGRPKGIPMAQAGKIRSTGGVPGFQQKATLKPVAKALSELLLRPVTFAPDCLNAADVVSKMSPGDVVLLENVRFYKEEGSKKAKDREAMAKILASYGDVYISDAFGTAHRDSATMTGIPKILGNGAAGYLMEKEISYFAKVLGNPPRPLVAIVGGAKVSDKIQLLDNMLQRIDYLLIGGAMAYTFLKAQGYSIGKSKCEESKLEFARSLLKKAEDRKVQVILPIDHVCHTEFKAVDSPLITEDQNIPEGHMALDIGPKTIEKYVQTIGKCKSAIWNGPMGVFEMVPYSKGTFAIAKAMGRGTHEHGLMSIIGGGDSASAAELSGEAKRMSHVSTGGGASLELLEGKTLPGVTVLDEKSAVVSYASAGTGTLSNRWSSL
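Luminescent ATP detection (Kinase-Glo Plus) follows a 60-minute room-temperature incubation, with wells lacking PGK as controls. Buffer: 100 mM TEA (pH 7.6), 5 mM MgCl2, 0.01% Tween-20. Coupling enzyme GAPDH (100 nM final) supplies unstable 1,3-BPG in-well.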
JMJD2A Tudor inh: inhibitors of human JMJD2A Tudor domain; O75164; AlphaScreen JMJD2A-Tudor / H3K4me3 peptide binding; Potency, µM (titrated, usually from 114 µM), inactives show at the highest dose activity change, negative = inhibition, usual class: inhibitors; 390,000 compounds, 4.4% hits; AID 504339; further: potency means the concentration at half of the fitted maximal effect; on the % scale 0 is the no-effect control and ±100 the full control effect; nearly all actives have a fitted effect of over 50% in size
PI4K2A inh: blocks human PI4K2A kinase activity; Q9BTU6; purified PI4K2A, ADP-Glo luminescence, 1 h; stronger effect = lower value; activity change, negative = inhibition, % at 76.9 µM; 420,000 compounds, 0.13% hits; AID 1346378; in the data active means activity change below about -50%; inconclusive means mostly about -30% to -49%;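 further: -100% = wells without enzyme as full effect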
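Compounds are screened against recombinant PI4K2A using PI as substrate and ATP, the latter dispensed at 300 microM. Reactions run one hour at ambient temperature before ADP-Glo detection; full inhibition defined by wells lacking enzyme.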
BAZ2B inh: BAZ2B (human) inhibition; Q9UIF8; AlphaScreen BAZ2B-H3K14Ac peptide displacement; Potency, µM (top dose mostly 114 µM), without a hit: at the top dose activity change, negative = inhibition, hits mostly inhibitors; 360,000 compounds, 4.4% hits; further: potency means the concentration at half of the fitted maximal effect; on the % scale 0 is the no-effect control and ±100 the full control effect; nearly all actives have a fitted effect of over 60% in size
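Inhibition is scored as reduced AlphaScreen emission. The BAZ2B/b-H3(5-23)K14Ac complex (50 nM each) in PBS pH 7.4, 0.01% Tween-20 meets compound (up to 110 uM) for 30 min at RT before bead addition.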
GLS inhibitor: glutaminase GLS (human) inhibition | AID 624170 | GLS enzymatic activity, qHTS titration | 410,000 compounds, 0.21% hits | Potency, µM (doses to about 45.5 µM), without a hit: at the top dose activity change, negative = inhibition, hits mostly inhibitors; further: potency means the concentration at half of the fitted maximal effect; on the % scale 0 is the no-effect control and ±100 the full control effect
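Glutamate formation by hKGA was monitored fluorometrically using coupled glutamate oxidase, HRP and Amplex Red. Substrate was added as 1 mM L-glutamine solution; incubation was 30 min at RT after an initial read.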
HP1b chromo inh: blocks HP1-beta chromodomain binding to methylated histone tails; Potency, µM (doses to about 114 µM), for inactives: at the highest dose activity change, negative = inhibition, hits mostly inhibitors; AID 540317; 390,000 compounds, 0.56% hits; AlphaScreen HP1-beta / biotin-H3K9me3 peptide binding; further: potency means the concentration at half of the fitted maximal effect; nearly all actives have a fitted effect of over 70% in size; inactives centre near 23
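AlphaScreen: HP1-beta (50 nM) preformed 30 min with biotin-H3(1-18)K9me3 peptide (50 nM) in PBS pH 7.4, 0.01% Tween-20. Compound added for 30 min at RT, then streptavidin donor/nickel chelate acceptor beads (10 ug/mL) for 30 min.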
Pol eta inh: inhibitors of human DNA polymerase eta; Q9Y253; recombinant Pol eta, fluorescent DNA replication assay; Potency, µM (top dose mostly 114 µM), for the others: top-dose activity change, negative = inhibition, hits mostly inhibitors; 390,000 compounds, 1.2% hits; AID 588591; further: potency means the concentration at half of the fitted maximal effect; on the % scale 0 is the no-effect control and ±100 the full control effect
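Fluorescent replication assay: 50 nM final substrate added after a 15 min room-temperature compound preincubation with 10 nM enzyme. Signal taken at 0 min and again at 10 min.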
G9a block: blocks human histone lysine methyltransferase G9a | Q96KQ7 | G9a H3K9 monomethylation, AlphaScreen, 2 h | Potency, µM (top dose mostly 102 µM), without a hit: top-dose activity, negative = inhibition, usual class: inhibitors | 350,000 compounds, 8.8% hits; further: potency means the concentration at half of the fitted maximal effect; on the % scale 0 is the no-effect control and ±100 the full control effect; nearly all actives have a fitted effect of over 75% in size
Target sequence (Q96KQ7 913-1193 limits assumed): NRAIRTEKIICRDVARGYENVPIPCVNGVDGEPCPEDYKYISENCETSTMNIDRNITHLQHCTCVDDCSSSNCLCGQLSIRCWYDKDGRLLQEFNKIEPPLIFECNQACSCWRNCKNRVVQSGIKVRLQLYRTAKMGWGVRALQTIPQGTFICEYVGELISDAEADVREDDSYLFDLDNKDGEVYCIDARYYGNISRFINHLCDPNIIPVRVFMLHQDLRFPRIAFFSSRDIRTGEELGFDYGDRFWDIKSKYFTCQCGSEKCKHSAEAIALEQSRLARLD
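Readings reflect AlphaScreen signal from monomethyl-H3K9 antibody detection. HMT at 20 nM; substrate b-H3K9 500 nM; cofactor SAM 20 uM; 2 h RT reaction; compounds tested as titrations in qHTS with 15 min preincubation.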
Pin1 inh: human Pin1 inhibition; Q13526; Pin1 FP peptide displacement, HiFluor488, 10 min; Potency, µM (top dose mostly 115 µM), for inactives: at the top dose activity, negative = inhibition, usual class: inhibitors; 390,000 compounds, 0.009% hits; active means well fitted inhibition curve with a large enough effect in the polarisation, with a control signal flat, not every such curve was filed as active; inconclusive means small, poorly fitted or top-dose-only effect, or effect the other way, or a change in a side signal; inactive means no such curve, though single readings can be large or run the other way; the % refers to the polarisation; further: potency means the concentration at half of the fitted maximal effect; on the % scale 0 is the no-effect control and ±100 the full control effect
Target sequence (Q13526 whole entry, looked up): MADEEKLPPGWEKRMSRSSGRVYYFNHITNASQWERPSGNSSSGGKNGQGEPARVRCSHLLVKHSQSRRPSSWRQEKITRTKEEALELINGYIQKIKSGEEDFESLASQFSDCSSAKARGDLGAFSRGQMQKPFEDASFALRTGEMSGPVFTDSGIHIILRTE
* = called active by the depositor; i = inactive; u = inconclusive; x = no result given; [ ] = another dose, or the depositor's remark. Unless noted, the call rests on the fitted dose curve; in most records, active means well fitted curve in the direction sought with a large enough effect; inconclusive means small, poorly fitted or top-dose-only effect, or another doubt; inactive means no such curve, though single readings can be large; an effect the other way counts as inactive or inconclusive.

molecule,G9a block,Pin1 inh,BAZ2B inh,PGK inhibitor,JMJD2A Tudor inh,HP1b chromo inh,Pol eta inh,PI4K2A inh,GLS inhibitor
CCN1CCN(CC(O)COC(c2ccccc2)c2ccccc2C)CC1 (stereo not given),3.2µM*,-9%,22µM*,-1%,5.6µM*,u,-13%,2,1%
COc1ccc(-c2nnn(CC(=O)N(CC(=O)NC3CCCC3)c3ccccc3)n2)cc1OC,-2%[59 µM],1%,-20%,-2%,18µM*,-13%,-7%,-6,u
O=C(COC(=O)COc1ccccc1)Nc1ccc(S(=O)(=O)N2CCOCC2)cc1,-3%,10%,x,i,-29%,18%,-8%,-1,3%
O=C1N/C(=C/c2ccc(N3CCOCC3)o2)C(=O)N1c1ccccc1,10µM*,u,-27%,-7%,u,-20%,8%,-12,7%
COCC(=O)NC1CC(C)(C)Cc2c1cnn2-c1ccc(F)cc1 (stereo not given),x,-1%,3%,-9%,-3%,58%[activator],-7%,0,-3%
O=C1OCC2=C1C(c1ccc(F)cc1)c1cc3c(cc1N2)OCO3 (stereo not given),5%,0%,-2%,i,-7%,7%,-8%,-4,-1%
COC(=O)c1cc(C#N)c(N(C)Cc2ccccc2)nc1C,6%[12.7 µM],-1%,95%[activator],i,128%[activator],226%[activator],-21%,3,-6%
O=C(CC1CC1)Nc1ccc2c(c1)[C@@H]1C[C@H](CC(=O)NC3CCCC3)O[C@@H](CO)[C@@H]1O2,x,x,x,-3%,x,x,-10%,-1,3%
CC(=O)c1c(C)[nH]c(C(=O)Nc2ccc(F)cc2F)c1C,-8%,0%,-21%,8%,0%,12%,-8%,2,0%
O=C(COc1cccc(Oc2ccccc2)c1)Nc1ccc(SC(F)F)cc1,24%,4%,26%,7%[11.5 µM],42%[activator],89%[activator],-8%,0,0%
COc1cc(OC)cc(C(=O)NCC(=O)OCC(=O)Nc2ccc3c(c2)OCO3)c1,-2%,0%,x,-12%,-14%,24%,-17%,2,-7%
O=C1NN(c2ccccc2)C(=O)/C1=C/c1ccc(-c2cccc(C(=O)O)c2)o1,40µM*,x,45µM*,-13%,u,-31%,20µM*,-24,u
Cc1cc(C)nc(N2CCCC(C(=O)NCc3cccs3)C2)n1 (stereo not given),12%,-6%,-3%,i,-15%,18%,4%,8,-1%
C=CCc1cccc2cc(C(=O)NCCOC)c(=O)oc12,18%,0%,-14%,i,-10%,1%,-12%,3,0%
CCn1ncc(Cl)c1C(=O)NC(C)c1ccccc1 (stereo not given),23%[59 µM],1%,4%,x,-7%,37%,-2%,3,3%

Given with values under each structure: entries from further up.
Each structure is followed by: G9a block, Pin1 inh, BAZ2B inh, PGK inhibitor, JMJD2A Tudor inh, HP1b chromo inh, Pol eta inh, PI4K2A inh, GLS inhibitor
- O=C(COC(=O)COc1ccccc1)Nc1ccc(S(=O)(=O)N2CCOCC2)cc1
  -3%, 10%, x, i, -29%, 18%, -8%, -1, 3%
- Cc1cc(C)nc(N2CCCC(C(=O)NCc3cccs3)C2)n1 (stereo not given)
  12%, -6%, -3%, i, -15%, 18%, 4%, 8, -1%

More entries follow.
molecule,G9a block,Pin1 inh,BAZ2B inh,PGK inhibitor,JMJD2A Tudor inh,HP1b chromo inh,Pol eta inh,PI4K2A inh,GLS inhibitor
O=C(CSc1ncccn1)n1c2c(c3ccccc31)CCCC2,-8%[59 µM],3%,11%,x,-14%,19%,6%,-2,4%
CC(Oc1ccccc1)C(=O)N1CCN=C1SCc1ccccc1 (stereo not given),25%,0%,39%,0%,21%,52%[activator],-4%,-4,-2%
COc1cccc(CNC(=O)c2cccnc2Sc2ccc(C)cc2C)c1,34%,-6%,-3%,-2%,-6%,47%[activator],-5%,-2,2%
Cc1cccc(-c2cc(NC(=O)C(C)(C)C)n(-c3ccccc3)n2)c1,21%[59 µM],-2%,-5%,-6%,-4%,16%[57 µM],-14%,1,-9%
CS(=O)(=O)c1ccccc1-c1nnc(NC(=O)c2ccc3ncsc3c2)o1,-14%[2.33 µM],-6%,50µM*,-3%,56µM*,61%[activator],-22%,-9,-4%
Cc1cccc(NC(=O)c2cccnc2)c1C,46%,-3%,-2%,0%,-5%,29%,10%,-4,1%
COc1cccc(CN(C)C[C@H]2OCc3cnnn3CCCC(=O)N([C@@H](C)CO)C[C@@H]2C)c1,x,x,x,14%,x,x,-15%,-11,11%
CC(C)C(=O)Nc1ccc(-c2ccc3nncn3n2)cc1,-1%,-10%,x,-6%,-15%,13%,-2%,-8,0%
O=C(CN1CCN(Cc2ccccc2Cl)C1=O)N1CCCCCC1,-4%,4%,-24%,i,-21%,27%,-13%,-3,-1%
O=C(CCC1N=C2c3ccccc3N=C(SCc3cccc(Cl)c3)N2C1=O)NCc1ccco1 (stereo not given),-38%,7%,u,-5%,-17%,26%,3%,18,3%
Cc1ccc(-n2ncc(C(=O)NCCCN3CCCCC3)c2C2CCN(C(=O)OC(C)(C)C)CC2)c(C)c1,-20%[59 µM],-9%,5%[57.1 µM],-9%,-7%,28%,-20%,2,-5%
O=C(CCCC(=O)N(c1ccc2c(c1)OCCO2)C(C(=O)NC1CCCCC1)c1ccc(Cl)cc1)Nc1ccccn1 (stereo not given),-3%[59 µM],4%,8%,-2%,-11%,-7%,7%,0,10%
COc1ccc(NC(=O)C2CCC(CNS(=O)(=O)c3csc(C(N)=O)c3)CC2)cc1OC (stereo not given),x,1%,-17%,0%,23%,50%[activator],-9%,-2,-8%
CCOc1ccccc1NC(=O)CSc1nc2c([nH]c3ccccc32)c(=O)n1-c1ccccc1,-1%[59 µM],12%,1%,-9%,-7%,23%[57 µM],10%,1,-3%
O=[N+]([O-])c1cccc(S(=O)(=O)Nc2ccc(S(=O)(=O)Nc3nccs3)cc2)c1,x,-10%,x,-7%,-12%,10%,-3%,-6,17%
Cc1ccc(-n2nc3c(=O)n(CC(=O)NCc4ccc(C)o4)nc(C)c3c2C)cc1,-3%,1%,-21%,0%,-13%,16%,u,6,-3%
COc1ccc(CC(NC(C)=O)C(=O)NC2CCN(C(=O)c3ccc([N+](=O)[O-])cc3)CC2)cc1OC (stereo not given),0%[59 µM],0%,4%,8%,-3%,56%[activator],-16%,5,-4%
CCOC(=O)c1c(NC(=O)CSc2ncn[nH]2)sc(C(=O)N(C)C)c1C,50µM*,10%,8%,-8%,-6%,12%,12%,2,-10%
CC(C)CN(C#N)c1nc(N2CCOCC2)nc(N2CCOCC2)n1,11%[2.33 µM],4%,-32%,-1%,1%,43%,0%,1,14%
O=C(COC(=O)Cc1ccsc1)Nc1ccc(Cl)cn1,-13%[2.33 µM],2%,33%[activator],-5%,1%,24%,-15%,-2,-11%
CN(CCN1CCc2ccccc2C1)Cc1nc(-c2ccc3c(c2)OCO3)no1,-24%,-2%,-30%,-3%,-16%,30%,-10%,1,-5%
CCCCOc1ccc(NC(=O)c2cc(F)c(F)cc2Cl)cc1,23%[59 µM],-4%,12%,-5%,-15%,33%,-9%,0,9%
CC(=O)Nc1ccc(NC(=O)C(C)Oc2ccccc2C(=O)NCc2ccccc2)cc1 (stereo not given),-10%[12.7 µM],-1%,7%,-5%,-13%,19%,-11%,-2,4%
CCC(=Cc1ccccc1O)c1ccncc1,x,3%,x,8%,-11%,2%,-13%,-4,5%
Cc1cc(-c2nnco2)c(C)n1-c1ccccc1,-33%[12.7 µM],-7%,u,2%,-19%,-16%,-9%,-4,16%
Cc1noc(NS(=O)(=O)c2ccc(NC(=O)C(C)C)cc2)c1C,u,-4%,-6%,0%,-10%,31%,2%,-1,6%
C(=N\n1cnc2ccccc21)/c1cccnc1,16%,-4%,-3%,i,-17%,12%,6%,-7,-15%
CN(CCC#N)C(=O)COC(=O)c1ccc(Cl)c(S(N)(=O)=O)c1,-3%[59 µM],-2%,-4%,-1%,-8%,13%,-2%,-1,-2%
O=C1C=C(c2ccc(F)nc2)CCC1,x,-1%,x,-7%,-5%,38%,-3%,-1,-1%
Cc1cccc(CC2C(=O)Nc3ccccc32)c1 (stereo not given),-31%[59 µM],0%,u,0%,-14%,19%,1%,3,2%
CCOc1ccccc1CN1C(=O)C2(OCCO2)c2ccccc21,11%,-3%,11%,-2%,16%,50%[activator],-9%,1,-4%
COc1ccc(OCC(=O)N2CCN(C(=O)c3cccc(OC)c3OC)CC2)cc1,1%[59 µM],1%,-1%,-8%,-9%,15%,-17%,2,-8%
CC(NC(=O)COC(=O)c1ccc(S(=O)(=O)N2CCOCC2)cc1)c1ccccc1 (stereo not given),x,-3%,x,-1%,2%,26%,-17%,-4,0%
Cc1sc(NC(=O)C2=COCCO2)c(C(N)=O)c1C,7%[0.501 µM],1%,2%,-3%,-12%,9%,-6%,3,-32%
CC(=O)CSc1ccc(S(=O)(=O)N2CCN(C)CC2)cn1,4%[2.33 µM],-4%,4%,i,-7%,17%,-9%,0,-1%
CN1CCc2c1nc1ccccc1c2N (tested in a mixture with another compound),79µM*,-3%,20%,2%,-10%,36%,-29%,-2,-9%
CCOC(=O)C1(Cc2cccc(F)c2)CCN(Cc2cnn(CC)c2)CC1,11%,-2%,4%,i,5%[11.4 µM],26%,-9%,-6,-10%
COc1ccc(C=CC(=O)c2cc(O)ccc2O)cc1,x,4%,x,-5%,40µM*,u,u,-4,76%[activator]
CCSc1ccc(C(=O)Nc2cccc(C)n2)cc1[N+](=O)[O-],-1%[59 µM],11%,u,-5%,-21%,12%,u,-5,-4%

A portion of the library; the hit share may differ from the screen's.
